Compound activity: PubChem, several laboratories
A340 absorber – absorbance at 340 nm | compound absorbance at 340 nm, fold over control | fold change at 10 µM | 65,000 tested, under 10 active | AID 708;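 active = at 10 µM dose, initial 340 nm absorbance at least 2 fold that of control wells; inactive = change under 2 fold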;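 also: initial absorbance extrapolated from kinetic A340 decline of NADH oxidation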
5HT1a antag – blocks the human serotonin 5-HT1a receptor; P08908; CHO 5-HT1a Ga15 NFAT-bla reporter, antagonist mode; inhibition, % at 10 µM; hit rate 0.68% among 62,000; AID 612;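 active = inhibition above the mean of all tested compounds plus 3 SD, cut at about 43% in these data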;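 also: receptor stimulated by 5-CT agonist at 100 nM near EC80; beta-lactamase reporter measured by ratiometric fluorescence of a cleavable substrate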
Target sequence (P08908 whole entry, looked up): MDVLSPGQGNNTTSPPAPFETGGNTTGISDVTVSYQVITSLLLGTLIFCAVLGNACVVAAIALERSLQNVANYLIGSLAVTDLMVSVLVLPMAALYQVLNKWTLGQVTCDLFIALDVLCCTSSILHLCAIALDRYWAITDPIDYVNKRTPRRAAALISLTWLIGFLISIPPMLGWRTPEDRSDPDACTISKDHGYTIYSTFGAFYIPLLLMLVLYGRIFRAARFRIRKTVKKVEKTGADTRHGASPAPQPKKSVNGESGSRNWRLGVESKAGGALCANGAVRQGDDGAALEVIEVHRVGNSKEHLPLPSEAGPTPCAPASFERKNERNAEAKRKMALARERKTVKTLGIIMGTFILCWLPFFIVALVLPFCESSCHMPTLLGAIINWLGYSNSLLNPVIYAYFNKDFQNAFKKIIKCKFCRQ
NADH coupling – blocks coupling enzymes of NAD/NADH assays. AID 774. coupled PK/LDH NADH assays, four targets. hit rate 0.02% among 65,000. IC50, µM (highest dose often 10 µM), without a hit: at the top dose inhibition;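 active = single-dose screening hits from any of four coupled enzyme assays that gave an IC50 when retested across doses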;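 also: the DPM-DC format reads NADH fluorescence rather than 340 nm absorbance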
SF1 activator – SF-1 (human) activation. activation, % at 10 µM. AID 522. hit rate 1.9% among 65,000. Q13285. CHO-K1 Gal4-SF-1 LBD luciferase reporter; % increase over DMSO SF-1-specific signal;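 active = activation above the mean activation of all tested compounds plus 3 SD, cut at about 50% in these data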
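Assay system: CHO-K1 cells co-transfected with Gal4 DBD–human SF-1 LBD, 5xGal4 luciferase reporter; doses: 10 µM only; incubation: 20 h compound exposure at 37 °C after 1 h cell settling; signal: luciferase light emission; evaluation: percent activation versus DMSO; repeats: one test per compound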
TNAP act mid DEA – human TNAP activation, intermediate phosphate acceptor; P05186; purified TNAP, CDP-star luminescence, 100 mM DEA, 30 min; active compounds read high; scale: 0 levamisole-inhibited, 1 vehicle-only enzyme; activation factor at 20 µM; 64,000 tested, under 10 active; AID 813;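 active = activation factor of at least 2 at 20 µM, relative to controls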
RORa activator – RORA (human) activation; P35398; CHO-K1 Gal4-RORA LBD luciferase reporter, luminescence; percent increase over mock-subtracted basal signal; activation, % at 10 µM; hit rate 1.5% among 65,000; AID 560;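 active = activation above the mean of all tested compounds plus 3 SD, cut at about 49% in these data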;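 also: 0% = DMSO-treated RORA cells and 100% = added signal equal to DMSO minus mock-transfected cells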
Target sequence (P35398 whole entry, looked up, the tested form may be a part): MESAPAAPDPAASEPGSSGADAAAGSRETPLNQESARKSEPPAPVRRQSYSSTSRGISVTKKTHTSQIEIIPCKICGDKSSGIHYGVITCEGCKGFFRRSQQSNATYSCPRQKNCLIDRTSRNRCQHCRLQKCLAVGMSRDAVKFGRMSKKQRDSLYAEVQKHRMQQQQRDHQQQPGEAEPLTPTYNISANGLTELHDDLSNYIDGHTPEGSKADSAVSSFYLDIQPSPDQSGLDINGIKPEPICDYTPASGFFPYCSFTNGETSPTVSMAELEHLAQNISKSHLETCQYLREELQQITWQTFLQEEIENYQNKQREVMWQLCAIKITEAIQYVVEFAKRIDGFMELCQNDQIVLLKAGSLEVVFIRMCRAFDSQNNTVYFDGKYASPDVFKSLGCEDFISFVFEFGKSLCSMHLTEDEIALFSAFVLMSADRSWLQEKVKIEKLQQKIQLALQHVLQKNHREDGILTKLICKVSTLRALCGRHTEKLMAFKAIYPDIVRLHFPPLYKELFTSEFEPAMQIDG
MMP-13 inhibitor – blocks human MMP13 activity; P45452; MMP-13 fTHP FRET cleavage, Mca fluorescence; inhibition, % at 4 µM; hit rate 0.07% among 65,000; AID 570;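 active = inhibition above the mean of compound-free control plate wells plus 3 SD, cut at about 14% in these data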;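 also: 0% = DMSO wells and 100% = wells with reference MMP-13 inhibitor after basal subtraction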
HTR1A agonist – agonists of human 5-HT1a serotonin receptor | CHO 5-HT1a Ga15 NFAT-bla reporter, FRET ratio; 0% basal, 100% maximal reference agonist | hit rate 0.56% among 65,000 | P08908 | activation, % at 10 µM;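 active = activation above the screen-wide mean activation plus 3 SD, cut at about 19% in these data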;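 also: 0% = DMSO wells and 100% = 5-CT at EC100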
Fluor 339 460 – intrinsic fluorescence of library compounds, ex339/em460 – biochemical, MLSMR library, data from DPM-DC assay, artefact control, profiling panel; compound autofluorescence, ex339/em460 nm, NADH buffer; active compounds read high; 1 = no-compound wells, NADH background; fluorescence fold increase at 10 µM; hit rate 5.5% among 65,000; AID 709;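 active = at 10 µM, mean starting fluorescence two-fold or more over control wells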;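 also: signal is the first read of a kinetic run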
Starred values were filed as active, the others as inactive; x = no result given; [ ] = another dose, or the depositor's remark.

SMILES	Fluor 339 460	NADH coupling	A340 absorber	SF1 activator	TNAP act mid DEA	5HT1a antag	RORa activator	HTR1A agonist	MMP-13 inhibitor
Cc1cccc(Nc2nnc(SCc3cn4ccsc4n3)s2)c1	1	9%	1	-9	0.9	7	-4	4.9	3
Cn1c(=N)n(CC(O)c2cccc3ccccc23)c2ccccc21 (configuration not stated)	1.1	3%	1	12	1	40	-5	-1.5	-1
COc1cccc(C(C(=O)NC(C)(C)C)N(C(=O)CCC(=O)Nc2cc(C)on2)C2CC2)c1OC (configuration not stated)	1	8%	0.96	-4	0.9	5	-8	2.3	-10
COc1ccc(C(c2sc3nc(C)nn3c2O)N2CCc3ccccc3C2)cc1 (configuration not stated)	1.1	2%	1.1	4	0.9	-6	-6	-3.4	7
COc1ccc2[nH]cc(C(=O)N3CCCCC3)c(=O)c2c1	2.1*	5%	1.1	-3	0.9	-2	-6	1.1	-23
COc1ccc(OC)c(NC(=O)CCn2cccc2)c1	1.1	4%	0.99	-1	0.9	-13	-21	-3.2	4
Cc1cccc(C)c1Nc1nnc(SCC(=O)NCc2ccco2)s1	1.1	3%	1	-8	0.9	-1	13	-2.4	1
CCCC(=O)N1CCN(C2=NS(=O)(=O)c3ccccc32)CC1	1.2	11%	1.1	-10	1	-6	-5	-3.1	-5
CC1(C)CC(=O)c2cc(OCC(=O)NCCN3CCCc4ccccc43)ccc2O1	5*	7%[fluoresces]	1	6	1	8	4	3.2	-32
O=C(Nc1ccc2c(c1)CCC2)C1CCCO1 (configuration not stated)	1.1	0%	1	26	0.9	3	15	-0.6	-4
O=C(CC1CCS(=O)(=O)C1)Nc1ccc[nH]c1=O (configuration not stated)	1	12%	0.99	-7	0.9	1	-28	-4.2	14
CNS(=O)(=O)c1cccc2cccnc12	1.1	6%	1.1	11	0.9	-7	-13	0.5	6
O=C(O)[C@@H](c1ccccc1)N1Cc2ccccc2C1=O	1.1	27%	1.1	-19	1	1	-5	-2.4	0
COCCOC(=O)c1c(C)oc2ccc(OC(=O)c3cccs3)cc12	1.1	1%	1	-1	0.9	2	20	1.2	0
CCCC(C)c1nnc(NC(=O)C2CCCO2)s1 (configuration not stated)	1	2%	0.99	11	0.8	-5	17	-4.3	1
COc1ccc(CN(Cc2cccnc2)S(=O)(=O)c2ccc(-n3cnnn3)c(C)c2)cc1OC	1.1	5%	1	-13	0.9	6	1	-0.7	-12
Cc1nc2c(c(C)nn2-c2ccccc2)c(C)c1Cl	1.7	6%	1	-10	0.9	-6	-19	-2.1	-8
CC1CCN(C(=O)C2CCN(CCCc3ccccc3)CC2)CC1	1.1	12%	1	-1	0.9	5	-18	-1.6	0
COc1ccc(-n2c(Cc3cccn3C)nnc2SCC(=O)Nc2cccc(F)c2)cc1	1	3%	1	10	1	-3	14	0.6	6
Cc1nnc(Nc2ccccn2)c2ccccc12	1	2%	1	1	0.9	-5	19	-1.5	2

Two consecutive entries already listed, quoted:
SMILES	Fluor 339 460	NADH coupling	A340 absorber	SF1 activator	TNAP act mid DEA	5HT1a antag	RORa activator	HTR1A agonist	MMP-13 inhibitor
COc1ccc2[nH]cc(C(=O)N3CCCCC3)c(=O)c2c1	2.1*	5%	1.1	-3	0.9	-2	-6	1.1	-23
COc1ccc(OC)c(NC(=O)CCn2cccc2)c1	1.1	4%	0.99	-1	0.9	-13	-21	-3.2	4

(cont.)
SMILES	Fluor 339 460	NADH coupling	A340 absorber	SF1 activator	TNAP act mid DEA	5HT1a antag	RORa activator	HTR1A agonist	MMP-13 inhibitor
CCCCOC(=O)c1cccc(NC(=O)CC)c1	1	2%	0.99	6	0.9	-24	-1	-4.1	0
CCOC(=O)c1c(-c2cccs2)csc1NC(=O)c1ccncc1	2.2*	6%[fluoresces]	1	-25	0.9	x	-17	8.6	-5
COc1ccccc1CNC(=O)CCCn1c(=O)c2ccccc2n(CC(=O)NC2CCCC2)c1=O	1.1	3%	1	-10	1	1	13	-2.5	-2
Cc1nc2ccc(S(=O)(=O)NC(C(=O)NCc3ccco3)C(C)C)cc2s1 (configuration not stated)	1.1	5%	1	-1	1	-7	6	-1.7	-12
CCCc1ccc(OCC(O)CN2CCN(c3ccccc3)CC2)cc1 (configuration not stated)	1	4%	1	-9	0.9	8	4	4.5	1
CCOc1ccc(-n2c(SCC(=O)Nc3ccc4c(c3)OCCO4)nc3c(c2=O)SCC3)cc1	1.1	10%	1.2	-3	0.9	-11	-19	-0.6	5
O=C(COc1cc(Cl)c(Cl)cc1Cl)Nc1ccncc1	1.1	7%	1	2	0.9	-10	5	-0.8	5
Cc1ccc2[nH]c(=O)c3cc(C(=O)N(C)Cc4ccco4)sc3c2c1	2.2*	3%[fluoresces]	1.1	15	0.9	-14	8	0.8	-53
O=C1CCCC(O)=C1C=NCCc1ccccc1	1.1	1%	0.99	-8	0.9	-3	-2	-1.9	1
O=C(Cn1c(NCCO)nc2ccccc21)NCCc1ccccc1	1.1	4%	0.99	-8	1	-4	-12	-1.4	-1
COc1ccc(F)cc1S(=O)(=O)NC1CCCCCC1	1.1	2%	1	5	1	-18	9	-1.5	-1
Cc1cc(C)n(-c2ccn(Cc3ccc(Cl)cc3Cl)c(=O)n2)n1	1.1	10%	1	-8	0.8	12	6	-6.4	-7
CC(C)CNS(=O)(=O)c1ccc(CCC(=O)N2CCN(Cc3ccc4c(c3)OCO4)CC2)cc1	1.1	8%	1.1	-5	0.9	4	13	1.3	0
O=C(c1ccc(O)cc1)c1ccc(C(=O)O)c(C(=O)O)c1	1	6%	1.1	-10	0.8	1	3	-3.9	4
c1ccc(OCCCc2nc(-c3cccnc3)no2)cc1	1.1	7%	1.1	9	0.9	2	-7	-0.9	3
CCCCC(c1nnnn1CS(=O)(=O)c1ccc(C)cc1)N1CCN(c2ccccc2)CC1 (configuration not stated)	1	3%	0.99	27	0.9	33	12	-3.1	-3
Cc1ccc(C)n1-n1c(C)nc2scc(-c3cccs3)c2c1=O	1.1	5%	1.1	-12	1	22	-21	2.0	3
COc1ccc(S(=O)(=O)C(C#N)c2nc3ccccc3nc2N2CCCC(C)C2)cc1 (configuration not stated)	1.6	3%	0.98	35	0.9	-6	42	-0.7	-17
CCN(CC)c1ccc(/C=N/n2c(=S)[nH]nc(C)c2=O)cc1	1.1	39µM*	1.2	-6	0.9	-2	-17	-2.6	5
Cc1ccc2cc(CN(Cc3ccc4c(c3)OCO4)Cc3nnnn3Cc3ccco3)c(=O)[nH]c2c1C	1.1	2%	1	1	0.9	2	-14	3.2	1

Some of these compounds in order of molar mass, ascending.
SMILES	Fluor 339 460	NADH coupling	A340 absorber	SF1 activator	TNAP act mid DEA	5HT1a antag	RORa activator	HTR1A agonist	MMP-13 inhibitor
O=C1CCCC(O)=C1C=NCCc1ccccc1	1.1	1%	0.99	-8	0.9	-3	-2	-1.9	1
CCCCOC(=O)c1cccc(NC(=O)CC)c1	1	2%	0.99	6	0.9	-24	-1	-4.1	0
O=C(c1ccc(O)cc1)c1ccc(C(=O)O)c(C(=O)O)c1	1	6%	1.1	-10	0.8	1	3	-3.9	4
O=C(COc1cc(Cl)c(Cl)cc1Cl)Nc1ccncc1	1.1	7%	1	2	0.9	-10	5	-0.8	5
Cc1ccc(C)n1-n1c(C)nc2scc(-c3cccs3)c2c1=O	1.1	5%	1.1	-12	1	22	-21	2.0	3
Cc1cc(C)n(-c2ccn(Cc3ccc(Cl)cc3Cl)c(=O)n2)n1	1.1	10%	1	-8	0.8	12	6	-6.4	-7
Cc1ccc2[nH]c(=O)c3cc(C(=O)N(C)Cc4ccco4)sc3c2c1	2.2*	3%[fluoresces]	1.1	15	0.9	-14	8	0.8	-53
COc1ccc(S(=O)(=O)C(C#N)c2nc3ccccc3nc2N2CCCC(C)C2)cc1 (configuration not stated)	1.6	3%	0.98	35	0.9	-6	42	-0.7	-17
CC(C)CNS(=O)(=O)c1ccc(CCC(=O)N2CCN(Cc3ccc4c(c3)OCO4)CC2)cc1	1.1	8%	1.1	-5	0.9	4	13	1.3	0
COc1ccccc1CNC(=O)CCCn1c(=O)c2ccccc2n(CC(=O)NC2CCCC2)c1=O	1.1	3%	1	-10	1	1	13	-2.5	-2

(cont.)
SMILES	Fluor 339 460	NADH coupling	A340 absorber	SF1 activator	TNAP act mid DEA	5HT1a antag	RORa activator	HTR1A agonist	MMP-13 inhibitor
Cc1ccc(S(=O)(=O)CCc2nnc(NC(=O)C3CCCO3)s2)cc1 (configuration not stated)	1.1	7%	1	2	0.9	-14	0	0.1	-2
O=C(c1cccc(-n2cnnn2)c1)N1CC=C(c2ccccc2)CC1	0.99	6%	0.99	10	0.9	-7	-1	1.2	0
COc1cc(S(=O)(=O)N2CCN(Cc3ccccc3)CC2)ccc1Br	1.1	4%	1	-16	1	4	-15	1.5	6
CCCOc1cccc(C(=O)N(Cc2cccs2)C2CCS(=O)(=O)C2)c1 (configuration not stated)	1.1	2%	1	8	0.9	-7	14	-0.9	1
CS(=O)(=O)N1CCN(C2CCN(Cc3ccccc3)CC2)CC1	1.1	4%	0.98	4	1.1	7	-22	-0.2	1
CC(NS(=O)(=O)c1ccccc1)C(=O)Nc1ccc(S(N)(=O)=O)cc1 (configuration not stated)	1.1	2%	1.1	8	1	1	-6	-2.3	-2
COC(=O)c1ccc(=O)n(Cc2ccc3c(c2)OCO3)c1	1.1	3%	1	-8	0.9	x	-24	-0.2	1
O=C(Nc1c(-c2ccccc2)nc2sccn12)c1ccccc1	1.1	18%	1	6	0.8	-4	3	0.5	-3
CCC(=O)N(CCc1ccccc1C)Cc1cc2cc3c(cc2[nH]c1=O)OCO3	3.8*	11%[fluoresces]	1.1	-14	0.9	-19	0	0.5	-8
CC12CCC(C(=O)NCc3ccc4c(c3)OCO4)(OC1=O)C2(C)C (configuration not stated)	1.1	2%	1.1	-14	0.9	10	-6	-2.3	3
CCOc1ccc2c(c1)c1nnc(SCC(=O)N3CCC(C)CC3)nc1n2C	1	3%	1	13	0.9	-1	-7	3.8	0
COC(=O)c1ccccc1Nc1ccccc1	1.1	2%	1.1	2	1	6	10	-1.7	0
CCN(CCNC(=O)CC1Oc2ccccc2NC1=O)c1ccccc1 (configuration not stated)	1.1	0%	1	-3	1	-1	19	2.6	3
CC(C)(C)c1cc(C(=O)NCc2ccco2)ccn1	1.1	10%	1	1	1	10	-3	-6.5	-2
Cc1nn(CC(=O)Nc2ccc(C(=O)N3CCCC3)cc2)c(=O)c2ccccc12	1.2	2%	1	-14	0.9	-9	-15	-0.3	4
CCCCC(CC)CNC(=O)CN(C)S(=O)(=O)c1cccc2nsnc12 (configuration not stated)	1.1	5%	1	-14	0.8	3	-1	-1.8	0
O=C(Nc1ccccc1C(=O)N1CCOCC1)C1COc2ccccc2O1 (configuration not stated)	1.1	2%	1	-4	0.9	4	-22	-1.9	6
Cc1ccnc(NC(=O)c2cc(S(=O)(=O)N3CCCCC3)ccc2Cl)c1	1.5	6%	1	0	0.9	-7	-2	1.4	-38
CC(C)OC(=O)CC(=O)CSc1nc2c(cc1C#N)CCCC2	3.7*	7%[fluoresces]	1	15	1	-5	25	-2.0	-33[fluorescence artefact?]
N#CC1=C(Nc2ccc(Br)cc2)CCC1	1.1	2%	1	19	1	17	-12	-4.3	1
COc1cccc(N2CCN(Cc3cccnc3)CC2)c1	1	6%	1.1	-4	0.9	-2	-5	-1.1	3
Cc1cc(C)c2c(CC(=O)Nc3nccs3)coc2c1	1.1	5%	0.99	-6	1	4	-12	-2.2	-2
